# Screening results deposited in PubChem by several laboratories.
# Tn6 DDE FP: DD(E)-Tn6 binding inhibition, primary FP screen. Fibrin DD(E) TRITC-Tn6 fluorescence polarization displacement. inhibition, % at 8.3 µM. P02675. actives 0.21% (n = 370,000);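 active means inhibition above a per-campaign cutoff: mean of compounds within control limits plus 3 SD, cut at about 15% in these data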;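 further: 0% = median of all compound wells on the plate and 100% = blocking peptide control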
# UHRF1 binding: blocks human UHRF1 binding to methylated DNA; UHRF1 binding to methylated oligo, TR-FRET; inhibition, % at 4.4 µM; Q96T88; actives 0.75% (n = 370,000); in the data active means inhibition above about 21%;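 further: UHRF1 SRA domain binding a hemimethylated CpG hairpin DNA probe; 0% = median of test compound wells and 100% = reference inhibitor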
# PLCb3 inh: PLC-beta3 (human) inhibition, primary screen; inhibition, % at 12.2 µM; AID 720704; Purified PLC-beta3, fluorogenic substrate, fluorescence; Q01970; actives 0.18% (n = 370,000); in the data active means inhibition above about 11%;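 further: 0% = median of compound wells on plate and 100% = full blocker control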
# ASAP1 inh: blocks human ASAP1-stimulated Arf1 GTP hydrolysis; GDP FP detection; actives 0.19% (n = 360,000); Q9ULH1; inhibition, % at 16.5 µM; AID 624377; in the data active means inhibition above about 25%;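 further: 0% = vehicle with enzyme and substrate and 100% = no enzyme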
# KLK7 zymogen act: activates the human kallikrein-7 zymogen; P49862; purified proKLK7, EDANS-DABCYL substrate fluorescence; 100% is mature enzyme control, 0% vehicle; activation, % at 7 µM; actives 0.9% (n = 370,000);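 active means activation above the mean of all tested compounds plus 3 SD, computed per campaign excluding outliers beyond control limits, cut at about 13% in these data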
# PLCg1 inh: inhibitors of human phospholipase C gamma1; P19174; purified PLC-gamma1, fluorogenic substrate, fluorescence; inhibition, % at 12.2 µM; actives 0.84% (n = 370,000); in the data active means inhibition above about 9.5%
# Target sequence (P19174 whole entry, looked up): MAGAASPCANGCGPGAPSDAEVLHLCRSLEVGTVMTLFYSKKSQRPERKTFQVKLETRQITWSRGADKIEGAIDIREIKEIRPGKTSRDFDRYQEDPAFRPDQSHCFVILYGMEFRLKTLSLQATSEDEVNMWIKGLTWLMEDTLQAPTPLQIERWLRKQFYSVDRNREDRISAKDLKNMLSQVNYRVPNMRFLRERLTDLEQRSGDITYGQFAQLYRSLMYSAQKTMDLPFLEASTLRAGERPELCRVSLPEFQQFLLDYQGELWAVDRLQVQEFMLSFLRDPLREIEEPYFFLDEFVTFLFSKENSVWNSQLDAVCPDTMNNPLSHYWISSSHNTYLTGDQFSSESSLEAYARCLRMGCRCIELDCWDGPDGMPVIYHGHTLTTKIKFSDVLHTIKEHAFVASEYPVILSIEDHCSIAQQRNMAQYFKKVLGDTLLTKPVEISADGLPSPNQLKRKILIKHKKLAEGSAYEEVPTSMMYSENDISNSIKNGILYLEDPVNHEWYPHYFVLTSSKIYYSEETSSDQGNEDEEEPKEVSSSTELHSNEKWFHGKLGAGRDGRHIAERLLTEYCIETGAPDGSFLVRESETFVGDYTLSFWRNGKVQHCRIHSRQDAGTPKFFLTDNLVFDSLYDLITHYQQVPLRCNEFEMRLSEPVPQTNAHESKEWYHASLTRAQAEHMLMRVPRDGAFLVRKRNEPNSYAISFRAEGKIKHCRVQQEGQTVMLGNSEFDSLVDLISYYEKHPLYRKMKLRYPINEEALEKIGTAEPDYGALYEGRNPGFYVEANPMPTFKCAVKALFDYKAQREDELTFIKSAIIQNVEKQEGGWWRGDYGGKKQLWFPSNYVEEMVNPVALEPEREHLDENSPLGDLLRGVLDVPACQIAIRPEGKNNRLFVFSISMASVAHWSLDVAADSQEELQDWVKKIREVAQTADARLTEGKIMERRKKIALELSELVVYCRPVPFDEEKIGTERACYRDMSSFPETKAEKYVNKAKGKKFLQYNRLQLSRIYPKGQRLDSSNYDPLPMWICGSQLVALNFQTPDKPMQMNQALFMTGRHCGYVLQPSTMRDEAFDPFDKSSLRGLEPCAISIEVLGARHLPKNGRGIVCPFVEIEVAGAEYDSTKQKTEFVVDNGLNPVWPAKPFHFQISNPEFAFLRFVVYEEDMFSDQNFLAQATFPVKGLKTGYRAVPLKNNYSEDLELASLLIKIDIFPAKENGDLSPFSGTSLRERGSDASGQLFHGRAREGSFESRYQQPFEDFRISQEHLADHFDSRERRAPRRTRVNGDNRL
# NR1D1 modulator: Rev-erb alpha (human) modulation; P20393; Rev-erbα–FITC-DNA binding, fluorescence polarization, 90 min; activity, % at 10 µM; actives 0.79% (n = 370,000); AID 1259318;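 active means activity above about 14%, limit read from the data; passing the limit was not always enough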;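 further: 0% = DMSO wells with 35 nM protein and 100% = DMSO wells with 750 nM protein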
# ARFGAP1 inhibitor: rat ARFGAP1 inhibition | Arfgap1-stimulated ARF1 GTP hydrolysis, GDP FP detection | inhibition, % at 16.5 µM | actives 0.26% (n = 360,000);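 active means inhibition above a per-plate limit, mean inhibition of low control wells plus 3 SD, cut at about 25% in these data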;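 further: 0% = DMSO wells with enzyme and 100% = wells lacking Arfgap1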
#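 material = rat Arfgap1 catalytic domain, aa 1-136 | also added = human ARF1(Δ1-17)-GTP substrate | compound dosing = one concentration, 16.5 µM, DMSO 1.26% | times = GTP hydrolysis reaction 2 h at 25 °C | measured by = FP, GDP Alexa 633 tracer displaced from anti-GDP antibody, 620/688 nm | evaluation = percent inhibition of Arfgap1-stimulated GTP hydrolysis | replication = single well per compound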
# HGIII-sPLA2 inh: Blocks human group III sPLA2 activity; Q9NZ20; QFRET BODIPY PC-A2 liposome hydrolysis, fluorescence; inhibition, % at 12.2 µM; actives 0.56% (n = 370,000);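 active means inhibition above mean plus 3 SD of compounds lying within the high and low control bounds, cut at about 19% in these data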;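 further: 0% = median of test compound wells and 100% = no enzyme DMSO wells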
# DDE Tn7 FP inh: disrupts Tn7 cyclic peptide binding to fibrin D-Dimer-E complex; FP displacement of FITC-Tn7 peptide from fibrin DD(E); 0% = median of compound wells per plate; inhibition, % at 8.3 µM; actives 0.13% (n = 370,000); AID 720508;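 active means inhibition above the mean of compounds falling within the control limits plus 3 SD of them, cut at about 14% in these data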;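 further: 0% = plate median of compound wells and 100% = 10 µM Aha-Tn7 peptide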
#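 Assay system: human fibrin DD(E) protein / Input: 2 µM fibrin DD(E) / Benchmarks: high control of 10 µM Aha-Tn7 peptide / Measured by: fluorescence polarization of the labelled Tn7 tracer / Medium: Tris buffer with calcium and detergent, pH 7.8 / Timing: 10 min compound pre-incubation, 3 h probe incubation at room temperature / Repeats: one replicate per compound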
# Starred values were filed as active, the others as inactive; i = inactive; x = not tested or not shown.
SMILES,Tn6 DDE FP,UHRF1 binding,PLCb3 inh,ASAP1 inh,KLK7 zymogen act,PLCg1 inh,NR1D1 modulator,ARFGAP1 inhibitor,HGIII-sPLA2 inh,DDE Tn7 FP inh
COc1cc2nc(NCCCN3CCN(C)CC3)n3nc(-c4ccccc4)nc3c2cc1OC,-36.7,49.5*,i,36.4*,8.9,-372.9,0.3,15.8,-14.3,-7.2
Cc1ccc(N2CCN(C(=O)N3CCCC3)CC2)cc1C,2.1,1.0,-0.1,7.3,0.2,1.6,-3.5,-5.8,4.9,-1.3
CC(C)CNC(=O)C(=O)NCc1ccccc1,-3.8,0.8,2.6,16.5,0.0,-2.9,0.4,4.5,4.3,0.2
C=CCn1c(CCCNC(=O)C(C)(C)C)nc2ccccc21,0.7,5.8,2.2,21.3,0.1,0.6,8.9,2.6,18.2,0.6
O=C(CN1C(=O)NC2(CCc3ccccc32)C1=O)Nc1cccc(Cl)c1 (stereo unspecified),8.8,1.7,0.6,10.5,0.2,-0.4,2.1,4.5,-4.3,3.7
COCCN1C[C@@H](CO)O[C@@H](n2cnc3c(NC4CC4)ncnc32)C1,-8.7,0.1,4.5,-1.4,0.0,1.4,7.5,12.8,1.6,-3.7
O=C(CCN1C(=O)C2C3CCC(C3)C2C1=O)OCC(=O)c1ccc(Cl)cc1 (stereo unspecified),10.5,-0.2,-7.0,-12.0,0.4,1.7,3.6,-1.6,1.3,1.8
CC(Oc1ccc2ccccc2c1)C(=O)NNC(=O)Nc1ccccc1 (stereo unspecified),-10.7,1.3,-7.4,3.5,-0.1,-0.1,-6.8,5.2,-22.6,2.2
CCOC(=O)c1ccc(N2N=C(C)/C(=C/C=C/c3ccco3)C2=O)cc1,5.3,-3.9,1.1,10.3,0.1,0.2,0.4,-7.7,0.1,0.4
CCC1CCCCN1C(=O)CSc1nc2ncccc2[nH]1 (stereo unspecified),-5.5,4.8,-7.2,5.1,-0.5,10.8*,-2.7,17.0,3.8,-2.8
CS(=O)(=O)N1CCN(c2ccc(NC(=O)c3ccccc3)cc2)CC1,-4.6,6.8,-5.0,-2.6,0.1,-1.5,-2.6,8.9,4.9,4.5
O=C(Nc1ccccn1)c1ccccc1,8.2,11.9,-3.9,14.2,-0.1,3.8,5.6,-0.6,7.2,-1.1
CN(CC(O)COc1ccc(OCC(O)CN(C)C2CCCCC2)cc1)C1CCCCC1 (stereo unspecified),-0.3,1.3,0.3,-13.5,-0.1,1.1,-0.2,1.0,8.4,-0.9
COc1ccc(-c2cc(C(=O)N3CCN(c4ncccn4)CC3)c3ccccc3n2)cc1OC,-34.2,0.2,i,7.6,4.2,-391.6,-2.5,4.1,-7.6,2.4
Cc1cc(C)nc(SCC(=O)Nc2ccc(S(=O)(=O)Nc3onc(C)c3C)cc2)n1,-4.2,2.0,-7.8,8.1,0.5,3.3,-1.9,4.8,16.2,3.0
CC(C)(C)n1nnnc1C(c1ccccc1)N1CCN(C(=O)c2ccco2)CC1 (stereo unspecified),-5.3,-0.5,0.6,1.3,0.2,-0.9,7.8,-3.2,1.4,-1.0
O=C(NC1CCCC1)C1c2ccccc2OCC(=O)N1Cc1ccco1 (stereo unspecified),-1.4,5.5,3.9,0.6,-0.3,0.4,-0.5,2.2,0.1,-1.7
c1ccc2nc(-c3nccs3)ccc2c1,5.1,-0.1,-6.8,8.3,-0.1,-0.1,-3.4,-1.6,5.2,8.8
O=C(CCC(=O)N1CCOc2ccccc21)NC1CCN(Cc2ccccc2)CC1,2.2,6.2,0.7,-2.9,0.1,-2.8,2.6,-1.0,1.7,4.7
COc1cc(C(=O)OCc2csc(CC(=O)Nc3ccccc3C)n2)ccc1OCC(C)C,-4.8,3.3,-4.4,-5.9,-0.4,-0.3,-0.4,16.1,-26.2,5.1
Cc1cccc(CN2C(=O)CSc3ccc(C(=O)NC4CC4)cc32)c1,3.8,0.6,-9.5,-6.4,0.4,-0.4,3.8,1.2,4.9,1.3
CCOC(=O)[C@]12CCC=C1N(Cc1ccccc1)C(=O)[C@H](CC(=O)NCc1ccc(OC)c(OC)c1)C2,9.0,-3.8,0.4,-13.9,0.1,2.0,6.8,-4.7,-2.3,-1.9
CCCCNc1c(-c2ccc(SC(C)CC)cc2)nc2ccc(Cl)cn12 (stereo unspecified),-7.7,3.9,-367.8,2.8,-4.4,-244.2,0.4,4.0,22.6*,4.3
OC1(c2ccc(Cl)cc2)CN(c2ccccc2)C2=[N+]1CCS2 (stereo unspecified),-7.8,-0.5,-0.6,-6.0,-0.3,2.1,4.5,13.8,-6.4,5.4
COc1cccc(CN2CC(C(=O)NC3(c4ccccc4)CC3)CCC2=O)c1 (stereo unspecified),-2.3,1.6,-3.7,1.1,-1.2,2.5,1.3,-2.7,-1.2,4.5
COc1ccc(-c2nnc(-c3cc(OC)c(OC)c(OC)c3)o2)cc1OC,14.0,-1.9,-285.6,-16.5,-6.2,-222.6,-3.7,-13.6,0.7,3.6
Cc1noc(C)c1NC(=O)Nc1cccc2c1O[C@H](CN(C)C(=O)Nc1ccc3c(c1)OCO3)[C@@H](C)CN([C@H](C)CO)C2=O,-1.4,0.9,-16.9,6.0,-0.3,-9.3,0.5,-5.0,7.2,-0.8
O=C1CCCC2=C1C(c1ccc(Cl)cc1)N1C(=O)CCSC1=N2 (stereo unspecified),-1.6,3.7,-31.7,0.5,-1.8,-20.6,-4.6,-4.1,2.8,1.3
CCOC(=O)c1ccc(S(=O)(=O)n2c(=O)oc3ccccc32)cc1,9.1,1.4,-2.7,-4.9,-0.4,-1.4,0.3,-10.2,-19.4,2.8
COc1ccc(N2C[C@H](CSC)[C@@H](CC(=O)Nc3ccccc3)C2=O)cc1,-2.8,4.5,-1.3,10.4,0.2,3.8,3.0,-6.8,6.5,8.0
Cc1cc(OCc2cc(C(=O)NC(C)c3cnn(C)c3)no2)cc(C)c1Cl (stereo unspecified),1.0,-1.3,-1.0,0.7,1.0,-4.8,-4.3,2.4,-4.5,1.4
Cc1ccc2c(c1)c1ccc3c(c1n2C)C(=O)C=CC3=O,-5.5,-7.5,-108.0,4.3,0.2,-71.4,8.2,6.7,12.0,-6.5
Cc1ccc(C)c(Cn2c(=O)n(CCCC(=O)NCc3ccco3)c(=O)c3sccc32)c1,4.8,3.4,1.4,-2.4,0.7,-0.4,18.4*,-6.8,8.9,5.4
O=C(O)c1cccc(OCCN2CCCC2=O)c1,3.8,0.8,-6.0,-5.6,0.3,-2.7,1.3,8.0,1.7,3.5
Cc1cc(Cl)ccc1Oc1ncnc2onc(C)c12,-6.5,-0.6,2.8,-1.2,0.8,-1.5,5.7,-0.3,0.5,1.3
Cc1ccc(S(=O)(=O)N2CCC(=O)N(CCOCc3cccc(C(F)(F)F)c3)CC2)cc1,-2.4,0.0,0.3,-1.4,-0.2,-0.8,-5.4,7.4,-25.5,-0.2
O=C(Nc1ccc(N2CCOCC2)cc1)c1cnsn1,-4.6,3.7,1.4,2.7,-0.6,2.2,-3.0,9.0,7.3,-5.1
CCN(CC(=O)Nc1c(F)cccc1F)C(=O)CC1CCCCC1,1.4,-0.6,-3.6,2.2,-0.9,-0.2,2.6,6.6,3.2,3.3
COc1ccc(S(=O)(=O)NCCSCc2ccco2)cc1Cl,-4.1,2.3,-19.9,5.0,0.5,-0.3,-0.2,7.9,-13.8,-6.9
CCOc1ccc2nc(SCC(=O)Nc3ccc4c(c3)OCCO4)[nH]c2c1,1.3,-0.2,-2.0,11.3,0.0,0.1,-3.7,-0.9,-32.6,-1.9

# Next part (three carried over from the part before).
SMILES,Tn6 DDE FP,UHRF1 binding,PLCb3 inh,ASAP1 inh,KLK7 zymogen act,PLCg1 inh,NR1D1 modulator,ARFGAP1 inhibitor,HGIII-sPLA2 inh,DDE Tn7 FP inh
CCN(CC(=O)Nc1c(F)cccc1F)C(=O)CC1CCCCC1,1.4,-0.6,-3.6,2.2,-0.9,-0.2,2.6,6.6,3.2,3.3
COc1ccc(S(=O)(=O)NCCSCc2ccco2)cc1Cl,-4.1,2.3,-19.9,5.0,0.5,-0.3,-0.2,7.9,-13.8,-6.9
CCOc1ccc2nc(SCC(=O)Nc3ccc4c(c3)OCCO4)[nH]c2c1,1.3,-0.2,-2.0,11.3,0.0,0.1,-3.7,-0.9,-32.6,-1.9
CCN(CC)C(=O)C1=C(C)Nc2nc3ccccc3n2C1c1cccc(OC)c1 (stereo unspecified),3.2,-1.4,-4.4,-11.6,-0.6,-3.6,-4.4,-11.7,-1.2,6.1
COc1cccc(N/C(SCc2cccc([N+](=O)[O-])c2)=C(/C#N)C(=O)NCc2cccs2)c1,-5.8,-1.0,-0.8,7.4,-0.4,3.7,1.0,4.1,-20.8,2.1
Cc1ccc(C(=O)C2CCN(CC(=O)N3CC(C)CC(C)C3)CC2)cc1 (stereo unspecified),6.1,-0.8,-6.1,x,-0.4,-7.5,3.8,x,-0.6,4.8
O=C(NC1CCS(=O)(=O)C1)/C(=C\c1ccco1)NC(=O)c1ccccc1 (stereo unspecified),5.8,-2.4,-17.0,-10.8,1.0,-11.3,-1.7,-15.1,-4.6,5.1
O=C(NCCN1CCNC1=O)c1ccc2sc([C@H]3C[C@H](O)[C@@H](CO)O3)nc2c1,1.4,-2.3,3.3,2.3,0.2,-0.2,0.3,5.1,8.9,-2.6
Cc1cc2cc(CN(Cc3ccco3)C(=S)NCC3CCCO3)c(=O)[nH]c2cc1C (stereo unspecified),-2.0,-1.4,-35.8,6.2,1.6,-38.0,-0.7,-4.1,-9.0,-5.2
COCCNC(=O)CN(C(=O)Cn1nnc2ccccc21)c1ccc(C)cc1,0.5,-0.8,0.2,12.0,-0.1,-1.7,5.5,5.3,-2.6,-1.8
CC1(C(=O)NCc2ccccc2)CN(S(C)(=O)=O)CC(=O)N1CCCn1ccnc1 (stereo unspecified),-1.1,-3.5,3.1,-5.5,-0.6,0.7,-0.7,-0.6,-0.5,7.7
CN(CC(=O)Nc1cccc(F)c1)C(=O)CN1c2cccc3cccc(c23)S1(=O)=O,-4.9,0.3,-244.7,16.9,-2.2,-213.7,-4.9,-2.2,1.1,-2.4
CCOCCCNC(=O)CNC(=S)N(Cc1ccccc1F)C1CCCCC1,3.5,0.8,0.3,1.4,0.3,-0.8,4.8,1.5,-0.9,2.6
O=C(C1CCC(CNc2c(N3CCCCC3)c(=O)c2=O)CC1)N1CCN(c2ccccn2)CC1 (stereo unspecified),3.3,0.8,1.4,-6.7,-0.7,-0.6,-4.9,0.7,1.0,1.6
Cc1cc(C(=O)Nc2ccc([N+](=O)[O-])cn2)cs1,1.3,1.4,-4.7,15.4,0.0,0.8,-1.6,-0.5,5.3,3.0
